# IDH1 R132H inh = blocks human mutant IDH1 R132H enzyme | O75874 | AID 602179 | IDH1-R132H enzyme, NADPH consumption, diaphorase/resazurin fluorescence | Potency, µM (titrated, usually from 76.6 µM), without a hit: at the top dose activity change, negative = inhibition, actives largely listed as inhibitors | 0.093% of 390,000 active; note: % is set by controls: 0 for no effect and ±100 for the full control effect; nearly all actives have a fitted effect of over 65% in size
#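 IDH1-R132H (0.5 ug/mL dispensed) in pH 7.5 Tris buffer was preincubated 30 min with compound, then given a substrate mix of 0.016 mM NADPH and 2 mM alpha-KG for 80 min at room temperature; remaining NADPH was read by diaphorase/resazurin fluorescence.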
# rTrxR1 inhibitor = rat TrxR1 inhibition. O89049. recombinant rTrxR1, NADPH fluorescence consumption, selenite substrate. Potency, µM (series often up to 114 µM), for the others: top-dose activity change, negative = inhibition, hits mostly inhibitors. 1% of 390,000 active; note: % is set by controls: 0 for no effect and ±100 for the full control effect; nearly all actives have a fitted effect of over 65% in size
# Target sequence (O89049 whole entry, looked up): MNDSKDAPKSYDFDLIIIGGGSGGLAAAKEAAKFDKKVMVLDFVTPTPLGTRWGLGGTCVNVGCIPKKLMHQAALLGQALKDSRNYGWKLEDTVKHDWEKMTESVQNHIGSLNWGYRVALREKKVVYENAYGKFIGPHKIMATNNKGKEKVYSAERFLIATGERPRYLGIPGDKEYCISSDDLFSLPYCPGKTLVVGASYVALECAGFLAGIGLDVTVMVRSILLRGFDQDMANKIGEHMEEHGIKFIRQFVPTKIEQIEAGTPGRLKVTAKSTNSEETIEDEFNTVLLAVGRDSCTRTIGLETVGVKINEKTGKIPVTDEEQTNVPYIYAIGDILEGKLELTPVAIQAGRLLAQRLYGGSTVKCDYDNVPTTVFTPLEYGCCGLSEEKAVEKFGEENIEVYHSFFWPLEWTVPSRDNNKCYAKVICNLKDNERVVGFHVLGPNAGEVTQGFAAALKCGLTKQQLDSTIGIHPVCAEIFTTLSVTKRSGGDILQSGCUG
#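 Rat TrxR1 (90 nM in the dispensed reagent) was pre-reduced with 400 uM NADPH for 5 min at room temperature, then incubated with compound for 15 min. After 400 uM selenite was added, NADPH fluorescence (Ex 340/Em 450 nm) was followed for 8 min.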
# RXFP1 ag = activates the human relaxin receptor RXFP1. Q9HBX9. HEK293T-RXFP1 cAMP TR-FRET, 30 min; response scale: percent of porcine relaxin response, buffer zero. Potency, µM (top dose mostly 57.5 µM), without a hit: at the highest dose activation, usual class: activators. 0.3% of 370,000 active. AID 2676; note: % is set by controls: 0 for no effect and ±100 for the full control effect; nearly all actives have a fitted effect of over 60% in size; many of its hits are not listed in these tables
#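 Agonist response is measured as cAMP accumulation in an RXFP1-transfected HEK293T line under PDE4 inhibition. Values are scaled between buffer-only and 29 nM porcine relaxin, and EC50s come from standard Hill equation fits.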
# USP1-UAF1 inh = inhibitors of human USP1/UAF1 deubiquitinase; recombinant USP1/UAF1, Ub-Rhodamine cleavage fluorescence; Potency, µM (series often up to 57.1 µM), for inactives: at the highest dose activity change, negative = inhibition, most hits filed as inhibitors; 0.23% of 390,000 active; AID 743255; note: % is set by controls: 0 for no effect and ±100 for the full control effect; nearly all actives have a fitted effect of over 60% in size; inactives centre near -12
#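 USP1/UAF1 complex at 1 nM was preincubated with compound for 15 min at room temperature, then Ub-Rho substrate (150nM final) was added. Fluorescence (480/540 nm) was read kinetically, 6 reads every 60 seconds.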
# TrxR1 substrate = rat thioredoxin reductase 1 substrate activity; O89049; purified TrxR1 substrate turnover, NADPH consumption readout; Potency, µM (highest dose often 114 µM), for inactives: at the highest dose activity change, negative = substrate turnover; 0.01% of 390,000 active; AID 588456; note: % is set by controls: 0 for no effect and ±100 for the full control effect; nearly all actives have a fitted effect of over 50% in size
#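 Rat TrxR1, dispensed at 90 nM, was prereduced with 400 uM NADPH (final) for 5 min at ~22 deg C, then incubated with compound 15 min before 400 uM selenite. A first-read NADPH fluorescence drop versus no-compound background flagged substrates.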
# Vif-A3F inh = blocks the Vif interaction with APOBEC3F; HeLa A3F-eYFP + Vif (tagged APOBEC3F with the HIV-1 protein that degrades it), YFP fluorescence increase; Potency, µM (top dose mostly 46.1 µM), inactives show top-dose activity, negative = active; 0.2% of 390,000 active; AID 602313; note: % of control where 0% means no effect; nearly all actives have a fitted effect of over 65% in size
#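 Fluorescence increase (Ex 488/Em 500-530) after overnight compound treatment at 37 deg C flags inhibition of Vif-driven A3F-eYFP loss in stable HeLa A3F-eYFP/Vif cells seeded overnight beforehand.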
# Vif-A3G inh = inhibitors of Vif-APOBEC3G interaction. Q9HC16. HeLa A3G-eYFP + Vif (tagged APOBEC3G with the HIV-1 protein that degrades it), YFP fluorescence, overnight. Potency, µM (doses to about 46.1 µM), inactives show top-dose activity, negative = active, actives largely listed as inhibitors. 0.076% of 410,000 active. AID 602310;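 note: % is set by controls: 0 for no effect and ±100 for the full control effect; nearly all actives have a fitted effect of over 60% in size; hits raise eYFP signal because A3G escapes Vif-driven loss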
# Target sequence (Q9HC16 whole entry, looked up): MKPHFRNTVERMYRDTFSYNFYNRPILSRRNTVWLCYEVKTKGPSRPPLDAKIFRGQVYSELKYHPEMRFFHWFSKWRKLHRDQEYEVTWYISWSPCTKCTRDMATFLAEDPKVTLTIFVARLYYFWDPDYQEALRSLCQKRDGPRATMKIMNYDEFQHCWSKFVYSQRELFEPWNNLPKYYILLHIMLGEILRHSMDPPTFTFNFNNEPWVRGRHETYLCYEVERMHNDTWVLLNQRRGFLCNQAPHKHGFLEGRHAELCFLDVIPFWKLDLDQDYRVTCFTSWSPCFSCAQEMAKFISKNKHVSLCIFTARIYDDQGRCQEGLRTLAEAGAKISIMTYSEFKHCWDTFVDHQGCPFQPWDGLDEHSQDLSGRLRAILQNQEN
#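 Read-out is eYFP fluorescence (Ex 488/Em 500-530) from Vif-expressing HeLa A3G-eYFP cells; more signal means A3G escaped Vif-mediated degradation. Cells plated overnight, compound pinned in, incubated overnight at 37 deg C.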
# ALOX12 inh = inhibitors of human 12S-lipoxygenase ALOX12 | P18054 | purified 12hLO, xylenol orange hydroperoxide absorbance | Potency, µM (highest dose often 108 µM), for inactives: top-dose activity change, negative = inhibition, usual class: inhibitors | 1.1% of 580,000 active | AID 1671190; note: % is set by controls: 0 for no effect and ±100 for the full control effect
#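 Purified human 12hLO (150 nM final) in 25 mM Hepes, 0.01% Triton X-100, pH 7.0 was preincubated 15 min at room temperature with compound. Then 40 uM arachidonic acid was added, 30 min. Hydroperoxide was read by Fe-XO absorbance ratio 573/405 nm.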
# RGS4 inh = inhibitors of human regulator of G protein signaling 4 | P49798 | Transcreener GDP fluorescence polarization, RGS4-accelerated GTP hydrolysis | Potency, µM (top dose mostly 114 µM), for inactives: at the top dose activity change, negative = inhibition, hits mostly inhibitors | 0.039% of 390,000 active | AID 504845; note: % is set by controls: 0 for no effect and ±100 for the full control effect; nearly all actives have a fitted effect of over 75% in size; some results filed as inactive show a strong effect at the top dose
#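 MLSMR compounds (23 nl, pin-transferred) preincubated 10 min at room temperature with a 500nM (2x) first reagent, then RGS4 at 900nM (2x) plus Transcreener GDP mix added; fluorescence polarization (620/688 nm) read before and after 90 min at 30 °C.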
# Numbers without * were called inactive; ? = inconclusive; · = no result given; & = joins results of further samples; [ ] = remark or other dose. Calls come from the whole dose curve; as a rule, active = well fitted curve in the direction sought with a large enough effect; inconclusive = small, poorly fitted or top-dose-only effect, or another doubt; inactive = no such curve, though single readings can be large; an effect the other way counts as inactive or inconclusive. Potency is the fitted concentration of half-maximal effect. A portion of the library. The share of hits here may be higher or lower than overall.
SMILES,IDH1 R132H inh,rTrxR1 inhibitor,RXFP1 ag,USP1-UAF1 inh,TrxR1 substrate,Vif-A3F inh,Vif-A3G inh,ALOX12 inh,RGS4 inh
NS(=O)(=O)c1ccc(NNC(=O)c2ccc(F)cc2F)cc1,-1%,15%[11.4 µM],1.2%,-28%,0%[11.4 µM],8%,-3%,0%,-1%
CSC1=N/C(=C\c2cccc(F)c2)C(=O)S1,2%,-10%[57.1 µM],-0.6%,-7%,-1%[57.1 µM],-1%,2%,?,-17%
Cc1c(C(=O)NC(C)c2ccccc2)sc2ncnc(N(C)C3CCCCC3)c12 (stereo not given),0%,7%[57.1 µM],?,-7%,-4%[57.1 µM],3%,4%,-1%,-11%
CCc1ccc(NC(=O)Cn2c(C(=O)OC)cc3oc(C)cc32)cc1,·,22%,1.9%,-10%,12%,·,·,?,1%
CCOC(=O)c1ccc(S(=O)(=O)Nc2ccccc2-c2nnn(CC)n2)cc1,4%,-10%,1.8%,-8%,-4%,-18%,-3%,0%[57.4 µM],-13%
Cc1cc(OC(=O)C(C)(C)C)c([N+](=O)[O-])c(=O)[nH]1,-6%,-6%,-0.4%,-18%,-14%,-1%,-10%,-8%,5%
COC(=O)c1cc(S(=O)(=O)N2CCN(c3cccc(C)c3)C(C)C2)cn1C (stereo not given),-16%,15%[57.1 µM],-0.6%,-11%,1%[57.1 µM],4%,3%,-9%,-3%
O=C1CCN(CCCc2ccccc2)CCN1CCO,11%,20%,-1.8%,-13%,8%,5%,5%,2%,-10%
Nc1cccc(O)c1,0%,?,2.4%,?,10%,-9%,1%,1%,-5%
CC(C)CNC(=O)c1cc([N+](=O)[O-])ccc1N1CCCCC1,6%,-5%,2.4%,-11%,-9%,1%,13%,-4%,-20%
CN1C(C(=O)Nc2ccccn2)=C(O)c2ccccc2S1(=O)=O,24%,?,2.1%&0.9%,-7%,2%[57.1 µM],0%,0%,24%,14%[56.9 µM]
CCN(C(=O)CSc1nnc(C)n1-c1ccc(C)cc1)c1c(N)n(Cc2ccccc2)c(=O)[nH]c1=O,6%,-5%,·,-3%,-3%,2%,1%,2%,17%
CCCCCCc1nc(C(N)=O)c2[nH]c(=O)n(-c3ccccc3F)c2n1,-1%,32%,-2.1%,-8%,4%,4%,0%,·,9%
Cc1ccc(S(=O)(=O)N(C)C[C@H]2OCCCC[C@H](C)Oc3ccc(NC(=O)Nc4cccc5ccccc45)cc3C(=O)N([C@@H](C)CO)C[C@H]2C)cc1,11%,·,·,-6%,·,-6%,-2%,-15%,·
CCOC(=O)N1CCC(N2Cc3cccc(C(=O)Nc4ccc(S(=O)(=O)N(CC)CC)cc4)c3C2=O)CC1,1%,20%,-3.8%,-17%,7%,-5%,-4%,-3%,-8%
N#Cc1ccccc1NC(=O)C(=O)NCC1CCCN1S(=O)(=O)c1cccs1 (stereo not given),-2%,-8%,2.5%,-4%,-7%,-1%,-2%,-5%,10%
COc1ccc(-c2onc(C)c2C)cc1S(=O)(=O)N1CCC(C)CC1,-5%,2%[57.1 µM],16%,9%,-4%[57.1 µM],0%,6%,-18%,16%
CC(C(=O)N(C)C)N1c2cccc3cccc(c23)S1(=O)=O (stereo not given),2%,12%,-0.1%,-19%,6%,0%,4%,26%,9%
COC(=O)Cn1c(=O)c2cccn2c2ccc(F)cc21,-2%,-18%,5.7%,1%,0%,0%,2%,-21%,-21%
CCCn1cnc2c(SCCc3ccccc3)nc(N)nc21,3%,15%[57.1 µM],·,-14%,18%[57.1 µM],2%,0%,-9%,3%
C/C(Cl)=C\Cn1c(O)c(N=NC(N)=S)c2ccccc21,-1%,13%[57.1 µM],1.5%,-25%,1%[57.1 µM],14%,-1%,?,-26%
Cc1cc[n+](C(C)C(=O)c2ccc(Cl)cc2)cc1 (stereo not given),7%,5%[57.1 µM],2.2%,2%,-6%,2%,3%,27%,7%
CCCCn1c(N)c(N(CCC(C)C)C(=O)c2ccc(-c3ccc([N+](=O)[O-])cc3)o2)c(=O)[nH]c1=O,1%,-7%,-0.5%,-8%,0%,?,-20%,?,-20%
COc1cc(-c2nnc(-c3cccs3)o2)cc(OC)c1OC,-4%,2%[57.1 µM],10%,-2%,27%[57.1 µM],4%,2%,172%[activator],-29%
Cn1cc(CNCc2ccc(-n3cccn3)cc2)c(-c2ccccc2F)n1,0%,3%[57.1 µM],2.4%,-23%,4%[57.1 µM],8%,1%,-18%,21%
Cc1ccc(NS(=O)(=O)c2ccc(OCC(=O)NCc3cccnc3)cc2)cc1,3%,-14%,1.0%,-6%,-7%,?,3%,6%,-1%
CC(Oc1ccc(Cl)cc1Cl)C(=O)Nc1cccnc1 (stereo not given),11%,16%,2.3%,-18%,-1%,-7%,-1%,16%,-3%
Cc1c(N=C2NN=C(c3c[nH]c4ccccc34)CS2)c(=O)n(-c2ccccc2)n1C,-16%,-6%,0.6%,-9%,-6%,2%,-5%,-1%,-25%[56.9 µM]
Cc1ccc(CNC(=O)C2CC(c3cc(C(F)(F)F)cc(C(F)(F)F)c3)=NO2)o1 (stereo not given),-4%[38.3 µM],?,0.0%,-23%,-18%,-4%,?,-8%,-21%
CCOCCc1nnc(NC(=O)Cc2c(F)cccc2Cl)s1,9%,28%,1.5%,-7%,4%,8%,3%,-6%,15%
CCN(CC)S(=O)(=O)c1cc(NC(=O)CSc2nc3c(cc2C#N)C(=O)CC(C)(C)C3)ccc1C,-2%,16%[57.1 µM],22%,-19%,-17%[57.1 µM],-1%,-3%,13%,-5%
N#Cc1c(Nc2ccccc2)sc(C(=O)c2ccccc2)c1N,-2%,11%,1.5%,-2%,-1%,-6%,-8%,141%[activator],5%
CN1C(=O)C2(Oc3ccccc3C3CC(c4ccccc4)=NN32)c2ccccc21 (stereo not given),4%,-39%,2.1%,-28%,-5%,-10%,-19%,·,-52%
CCSc1nc2n(n1)C(c1cccc(F)c1)C1=C(CCCC1=O)N2 (stereo not given),1%,28%,0.1%,-13%,20%,4%,-7%,-21%,28%
O=C(OCC1CCNCC1)c1ccc(F)cc1,-1%,1%,·,-12%,1%,-21%,-2%,-9%,14%
CCOc1ccc(N(CC(=O)N/N=C/c2ccccn2)S(=O)(=O)c2ccc(Cl)cc2)cc1,4%,-5%,-1.5%,-25%,13%,1%,-9%,-11%,9%
Cc1nc2ncnn2c(C)c1CCC(=O)NCCCN1CCN(c2cccc(Cl)c2)CC1,-8%,-11%,2.2%,-14%,-11%,-9%,-8%,0%,20%
CCCC(=O)Nc1nc(-c2ccccc2)ns1,4%,-15%,1.1%,-13%,-12%,-2%,0%,-13%,-26%
Cc1ccc(S(=O)(=O)N2CCC3CC2c2cc(Cl)ccc23)cc1 (stereo not given),4%[38.3 µM],14%,·,-22%,5%,-1%,0%,?,-11%
COc1ccc(N(CC(=O)N2CCN(c3ccccc3F)CC2)S(=O)(=O)c2ccc(C)cc2)cc1,-2%,-6%,-2.0%,-10%,-7%,2%,1%,-11%,23%
Cc1cc(C2=NNC(=Nc3ccccc3)SC2)c(C)n1C,1%,-1%,2.9%,-26%,4%,-26%,2%,14µM*,?
CCc1cccc(CC)c1N(COC)C(=O)Cn1c(C(C)O)nc2ccccc21 (stereo not given),-1%,17%,-1.4%,-11%,1%,-1%,3%,10%,-10%
COc1ccc(/C=N/Nc2cc(C)nc(N3CCOCC3)n2)c(OC)c1,1%,26%[57.1 µM],0.0%,4%,10%[11.4 µM],-31%,-7%,0%,-5%
Cc1cc(C)nc(SCc2cn3c(C)cc(C)nc3n2)n1,10%,32%[57.1 µM],0.4%,-9%,39%[activator][57.1 µM],-3%,-5%,110%[activator],-1%
FC(F)Oc1ccccc1NC(=S)Nc1cccc(Cl)c1Cl,3%,?,2.6%,-7%,-17%,2%,-6%,-9%,-16%
O=c1cc(CN2CCN(S(=O)(=O)c3ccccc3)CC2)nc2sccn12,-13%,6%,6.2%,-16%,-2%,-8%,-7%,-27%,-3%
FC(F)(F)c1cc(-c2ccccc2)nc2ncnn12,5%,32%,2.0%,-25%,62%[activator],-6%,2%,-2%,-1%
Cc1cccc(N2CCN(Cc3ccoc3)CC2)c1C,0%,-5%,1.5%,3%,2%,-8%,-1%,?,-35%
Nc1nc2ccccc2n1C(=O)c1cccs1,3%,16%[57.1 µM],2.5%,-20%,-5%[57.1 µM],-4%,-18%,15%,7%
